From PubChem BioAssay
PvdQ acylase: P. aeruginosa PvdQ acylase inhibition | AID 488965 | 340,000 compounds, 0.063% hits | inhibition, % at 10 µM | purified PvdQ acylase, fluorescence plate reader; in the data active means inhibition above about 30%, passing the limit was not always enough;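 further: 0% = vehicle neutral wells and 100% = reference inhibitor wells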
DAGLB inh: blocks human DAGLB lipase activity | Q8NCG7 | HEK293T DAGLB membrane lysate, EnzChek fluorogenic substrate | inhibition, % at 5.17 µM | 340,000 compounds, 0.059% hits | AID 504411; in the data active means inhibition above about 34%;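 further: 0% = enzyme with vehicle and 100% = wells lacking enzyme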
Target sequence (Q8NCG7 whole entry, looked up): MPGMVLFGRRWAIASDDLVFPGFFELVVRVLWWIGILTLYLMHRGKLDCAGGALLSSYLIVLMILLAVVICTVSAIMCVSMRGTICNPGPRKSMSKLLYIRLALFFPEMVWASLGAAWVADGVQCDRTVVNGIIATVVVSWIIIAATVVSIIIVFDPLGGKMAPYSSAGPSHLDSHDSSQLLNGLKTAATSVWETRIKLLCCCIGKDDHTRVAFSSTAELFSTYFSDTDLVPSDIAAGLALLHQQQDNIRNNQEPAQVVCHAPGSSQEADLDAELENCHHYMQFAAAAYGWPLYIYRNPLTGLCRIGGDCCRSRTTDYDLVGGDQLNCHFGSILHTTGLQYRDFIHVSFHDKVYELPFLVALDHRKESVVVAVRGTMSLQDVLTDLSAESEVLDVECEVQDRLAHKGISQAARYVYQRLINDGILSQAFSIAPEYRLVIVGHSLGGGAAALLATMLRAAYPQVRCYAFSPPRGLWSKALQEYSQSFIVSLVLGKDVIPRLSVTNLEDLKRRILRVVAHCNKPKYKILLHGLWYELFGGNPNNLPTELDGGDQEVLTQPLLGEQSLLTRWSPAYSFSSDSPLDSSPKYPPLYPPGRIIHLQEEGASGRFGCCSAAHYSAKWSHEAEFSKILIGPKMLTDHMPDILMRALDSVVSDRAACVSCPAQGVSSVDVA
Keap1 Nrf2 FP: disrupts human Keap1 binding to Nrf2 peptide | Q14145 | Keap1 Kelch-Nrf2 peptide fluorescence polarization, 1536-well | inhibition, % at 9.4 µM | 340,000 compounds, 0.15% hits; in the data active means inhibition above about 12%;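 further: human Keap1 Kelch domain with fluorescein labeled Nrf2 9mer peptide probe; 0% = neutral control wells and 100% = peptide positive control; higher means more block of Keap1 binding to Nrf2 peptide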
NSD2 HMT inh: NSD2 (human) methyltransferase inhibition; O96028; NSD2 peptide methylation, AlphaScreen, 120 min; inhibition, % at 12.5 µM; 310,000 compounds, 0.54% hits; AID 743445; in the data active means inhibition above about 50%
SR-BI DiI-HDL act: activators of SR-BI mediated HDL lipid uptake | CHO ldlA[mSR-BI] cells, DiI-HDL uptake fluorescence, 3 h; 100 = double the neutral-control signal | activation, % at 12.5 µM | 320,000 compounds, 0.096% hits | AID 504775;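 active means mean replicate activation of at least 60% and every replicate at or above 60%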;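 further: 0% = median plate neutral-control signal and 100% = twice that signal; values of inactives mirror those of a sister screen read the other way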
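Material – SR-BI-overexpressing, LDLR-lacking CHO cells · Medium – BSA-supplemented, HEPES-buffered Ham's F12, pH 7.4 · Doses – single concentration · Times – compound with DiI-HDL co-incubation, 3 h at 37 °C · Measured by – bottom-read fluorescence, 550/595 nm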
RTF Ca sens inh: cardiac RTF calcium desensitization; P19429+P45379; IANBD-labeled cardiac RTF, Ca2+ fluorescence; inhibition, % at 7.15 µM; 340,000 compounds, 0.12% hits; AID 493244;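 active means inhibition above the mean inhibition of all tested compounds plus 3 SD, cut at about 17% in these data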;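 further: assay run at fixed EC70 calcium of 1.6 mM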
LANA DNA inh: inhibitors of KSHV LANA C-terminal domain DNA binding; MBP-C-LANA/FAM-LBS DNA binding, fluorescence polarization; 340,000 compounds, 0.078% hits; inhibition, % at 9 µM; AID 504423;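 active means highest replicate inhibition at or above 60% at 9 µM, even if other replicates fall short; inactive means all replicates below 60% inhibition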;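 further: 0% = neutral control wells and 100% = 4 µM acridine orange control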
PKA-R2B act: activates the human PKA-R2B holoenzyme complex | P22694+P31323 | PKA-R2B holoenzyme dissociation, Cy5-IP20 fluorescence polarization; R2B truncated from residue 108, S112A mutant; 0% DMSO only, 100% 113 µM cGMP | activation, % at 11.4 µM | 340,000 compounds, 0.079% hits;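 active means activation above a cutoff set at the mean over all compounds plus 3 SD, cut at about 18% in these data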;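 further: higher means more holoenzyme dissociation and a rise in polarization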
Target sequence (P31323 whole entry, looked up, other chains not shown, the tested form may be a part): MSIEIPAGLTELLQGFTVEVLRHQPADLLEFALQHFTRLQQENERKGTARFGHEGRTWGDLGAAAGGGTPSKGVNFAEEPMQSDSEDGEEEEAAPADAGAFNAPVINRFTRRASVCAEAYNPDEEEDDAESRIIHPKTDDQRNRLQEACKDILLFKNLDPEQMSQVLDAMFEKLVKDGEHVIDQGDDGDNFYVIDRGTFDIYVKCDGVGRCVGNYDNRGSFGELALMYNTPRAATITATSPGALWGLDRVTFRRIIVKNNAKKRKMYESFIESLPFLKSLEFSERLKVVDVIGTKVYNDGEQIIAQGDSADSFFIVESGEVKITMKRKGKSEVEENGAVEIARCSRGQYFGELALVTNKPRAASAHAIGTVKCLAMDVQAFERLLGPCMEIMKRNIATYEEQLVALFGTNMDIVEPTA
Arr AP2 block: human beta-arrestin and AP2 interaction inhibition; FITC-arrestin peptide / GST-AP2 beads, flow cytometry; AP2 beta2 appendage carries R879A mutation; inhibition, % at 10 µM; 340,000 compounds, 0.31% hits; AID 504490;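 active means inhibition above a set limit, near 3 SD of compounds lacking own fluorescence, cut at about 54% in these data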;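 further: plate controls were DMSO wells for no effect and 5 µM unlabelled arrestin peptide for full effect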
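system = GST-tagged AP2 beta2-adaptin appendage (R879A) on 4 µm glutathione beads | reagent = FITC-labelled arrestin peptide probe, 50 nM final | schedule = compound with beads 12 min RT, then probe 1 h RT | signal = HyperCyt-sampled flow cytometry, FL1 channel, ex 488/em 535 nm | read-out = percent response from loss of bead-bound FITC fluorescence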
SR-BI DiI inh: mouse SR-BI HDL lipid transfer inhibition. ldlA[mSR-BI] CHO cells, DiI-HDL uptake fluorescence, 3 h. inhibition, % at 12.5 µM. 320,000 compounds, 0.96% hits. AID 488896;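 active means mean replicate inhibition of at least 70% and a set share of replicates each scoring 70 or more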;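 further: 0% = median of neutral control wells and 100% = median of positive control wells; values of inactives mirror those of a sister screen read the other way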
* marks the source's active call; other numbers are inactive results; . = no result given.

Structure | PvdQ acylase | SR-BI DiI-HDL act | LANA DNA inh | PKA-R2B act | RTF Ca sens inh | SR-BI DiI inh | NSD2 HMT inh | Keap1 Nrf2 FP | DAGLB inh | Arr AP2 block
CN(CC(=O)Nc1c(Cl)cccc1Cl)C(=O)CC1OC(=O)c2ccccc21 (centres undefined) | 4 | 10 | 0.7 | 8 | 4 | -10 | -1 | 6 | 1 | 40
COc1cccc(-n2cc(CNCc3c(C(=O)N(C)C)nc4ccc(Cl)cn34)cn2)c1 | 7 | 8 | 2.4 | 6 | -1 | -8 | 3 | 0 | 1 | -15
Cc1ccccc1NCC(=O)N/N=C/c1c[nH]c2ccccc12 | -9 | -25 | 0.0 | -4 | 6 | 25 | 4 | 3 | 5 | -1
CC(C)(C)OC(=O)N1CCCC(C(=O)Nc2cccc(C(=O)N3CCCC3)c2)C1 (centres undefined) | -18 | 7 | -0.4 | -4 | 7 | -7 | . | -4 | -1 | -2
CC(=O)N1CCN(c2ccc(Oc3ncnc4sccc34)cc2)CC1 | -12 | -44 | 1.2 | -2 | 0 | 44 | 1 | -7 | 2 | 5
COC(=O)c1ccccc1NC(=O)COc1ccc(S(=O)(=O)NC(C)C)cc1 | -11 | -15 | -2.4 | -1 | -4 | 15 | -5 | -1 | -4 | 16
COC(=O)c1ccc(COc2ccc(C(=O)c3ccccc3)cc2)o1 | -9 | -1 | 1.8 | -3 | -3 | 1 | -1 | -1 | -10 | -16
O=C(c1ccc2c(c1)OCO2)C1CCCN(Cc2ccc(OC(F)F)cc2)C1 (centres undefined) | 1 | 17 | -0.1 | 5 | 5 | -17 | -5 | 0 | -10 | 5
CCOc1ccccc1NC(=O)NC1CCN(CC(=O)Nc2ccc3c(c2)OCCO3)CC1 | 8 | -47 | -0.1 | 3 | -8 | 47 | . | 0 | 2 | 31
Cc1ccc(C)c(N)c1 | -18 | 3 | -0.9 | -6 | 0 | -3 | . | -3 | -1 | 0
Cc1ccc(C(=O)N2CCN(S(=O)(=O)c3ccccc3)CC2)s1 | -7 | -11 | -0.5 | -15 | -3 | 11 | 9 | -2 | 1 | -16
Cc1ccc(S(=O)(=O)CCC(=O)OCC(=O)c2c(C)[nH]c3ccccc23)cc1 | -13 | -5 | -2.5 | -6 | -10 | 5 | 0 | 7 | -1 | -2
COC(=O)c1ccc(CN2CCC(n3nccc3NC(=O)C3CCCC3)CC2)cc1 | -16 | 14 | -0.1 | 11 | -1 | -14 | 0 | -3 | 1 | 15
CC(=O)c1cc(C#N)c(Oc2ccc(F)cc2)nc1C | 5 | -11 | -0.5 | -10 | 5 | 11 | 1 | 0 | -3 | 11
Fc1ccc(-c2cc(C(F)(F)F)nc(-n3cncn3)n2)cc1 | -9 | -11 | 0.4 | 8 | -4 | 11 | -1 | -3 | -3 | -3
Cc1cc(C)n2cc(CSc3ccc(Cl)cc3)nc2n1 | -7 | -2 | -1.7 | -5 | -1 | 2 | -1 | -1 | 2 | -7
Cc1nc(-c2ccc(Cl)cc2)sc1C1(C)CC(c2cccnc2)=NO1 (centres undefined) | -9 | -27 | -0.9 | 3 | -3 | 27 | . | -7 | 0 | -10
O=C(O)C1CCCCC1C(=O)Nc1ccc(S(=O)(=O)N2CCOCC2)cc1 (centres undefined) | 8 | 8 | 0.2 | 1 | -3 | -8 | 8 | -5 | 2 | 0
COc1ccc(Cl)cc1Nc1cc(C)nc2nc(C)nn12 | 7 | 3 | 2.1 | -2 | 1 | -3 | . | -7 | -3 | 7
CCOc1ccc(NC(=O)COC(=O)CC2CCCCC2)cc1 | 4 | 6 | -0.8 | -13 | -1 | -6 | . | 2 | -6 | 19
CCOC(=O)c1csc(NC(=O)CSc2nnnn2-c2ccc(OC)c(OC)c2)n1 | -9 | -16 | -1.2 | -14 | -3 | 16 | -4 | -1 | -1 | 3
CC1(C)CC(=O)C2=C(C1)OC(N)=C(C#N)[C@@H]2c1ccccc1[N+](=O)[O-] | -10 | . | 36 | -9 | -53 | . | -1 | 39* | -8 | -13
Cc1ccccc1CC1(CO)CCCN(C(=O)c2cc(Cl)ccc2F)C1 (centres undefined) | -11 | -7 | -0.1 | -14 | 0 | 7 | -1 | -2 | -3 | 4
CC(=O)Nc1sc(/C(C#N)=C\c2cccc(Cl)c2)nc1-c1ccc(C)cc1 | -4 | -82 | 0.7 | 0 | -96 | 82* | -3 | -3 | -76 | 17
CCCCn1c(N)c(N(CC(C)C)C(=O)C2CCN(c3ncnc4sc(C)c(C)c34)CC2)c(=O)[nH]c1=O | -7 | -48 | -0.3 | 6 | -1 | 48 | -1 | -7 | 2 | -3
S=C(Nc1ccc2c(c1)OCO2)Nc1ccccc1Cl | -10 | 7 | 0.8 | -1 | 1 | -7 | 1 | -2 | 3 | 38
CC1(C)CC(=O)C2=C(C1)OC(N)=C(C#N)C2c1cccc(OC(=O)c2ccco2)c1 (centres undefined) | 10 | 14 | -1.0 | -5 | -6 | -14 | 1 | -7 | 1 | 2
COc1ccc(C(=O)NCc2nnc(SCC(=O)NO)n2Cc2ccccc2)cc1 | -27 | . | -0.9 | -1 | -7 | . | 6 | -4 | -5 | -2
COc1nc(/C=C/N(C)C)c([N+](=O)[O-])c(OC)n1 | -5 | . | -0.5 | -4 | -5 | . | 4 | 4 | 3 | -10
CCCOc1ccc(CCC(=O)O)cc1 | -13 | -2 | -1.7 | -9 | 2 | 2 | 2 | -2 | 0 | -6
COc1cccc(C(=O)NCc2cn3ccsc3n2)c1 | -18 | -4 | -0.6 | 4 | -11 | 4 | . | -1 | -2 | -5
CCOC(=O)C1CCN(C(=O)COc2ccc(S(=O)(=O)NC(C)C)cc2)CC1 | -13 | 3 | -0.2 | -7 | -8 | -3 | -4 | -4 | 1 | -3
Cn1c(SCc2ccccc2)nnc1-c1ccc(O)cc1 | 2 | -13 | -1.7 | -7 | -4 | 13 | 0 | 6 | -1 | 12
Cc1nnc(SCC(=O)N(C)c2ccccc2)n1-n1cccc1 | 3 | 23 | -0.7 | -6 | -3 | -23 | 3 | 4 | 1 | -11
Cc1ccc(NC2=NC(c3ccccc3)n3c(nc(C)cc3=O)N2)cc1 (centres undefined) | -12 | 53 | 1.4 | -12 | -17 | -53 | -14 | -6 | -1 | -6
Cc1cc(C)cc(NC(=O)NC(C)C2CCCO2)c1 (centres undefined) | 5 | 14 | 0.3 | -6 | -2 | -14 | -3 | -3 | 1 | .
CCc1ccc(NC(=O)C2=CC(c3cccs3)=NS(=O)(=O)N2C)cc1 | 0 | -14 | -0.8 | -3 | -7 | 14 | . | 5 | -1 | -5
CCC(C)c1ccccc1NC(=O)CN(C)CC(=O)Nc1ccccc1SC (centres undefined) | -15 | -3 | 0.6 | -10 | -29 | 3 | -3 | -1 | 0 | -7
Cc1cccc(OCc2nc(C#N)c(NCCN(C)C)o2)c1 | -11 | 33 | 0.2 | -3 | -13 | -33 | . | -1 | 0 | 13
Cc1ccccc1OCc1nnc(SCC(=O)N2c3ccccc3Sc3ccc(Cl)cc32)o1 | -18 | -56 | 0.0 | -12 | -5 | 56 | 0 | -5 | -14 | -4
CCCCC(=O)Nc1cccn2ncnc12 | -3 | -6 | -0.5 | 1 | -13 | 6 | . | 0 | 1 | 9
COc1ccc(S(=O)(=O)N2CCCCCC2)cc1NS(=O)(=O)c1cc(C(=O)O)cc(C)c1C | -6 | 24 | -0.1 | -5 | -6 | -24 | -2 | 12 | 0 | 24
COCCC(=O)N1CCC(Oc2ccc(C(=O)N3CCCC(COC)C3)cc2)CC1 (centres undefined) | -17 | 17 | 0.6 | 4 | 4 | -17 | 2 | 0 | 2 | -4
Cc1cccc(N2C(=O)CC(Sc3ncn[nH]3)C2=O)c1 (centres undefined) | -15 | 1 | -1.4 | -7 | -1 | -1 | . | -4 | -1 | -7
COc1ccc(-c2csc(NC(=O)c3ccccc3C(=O)O)n2)cc1 | -3 | 28 | 0.7 | -3 | -5 | -28 | 0 | 0 | 3 | 1
CN(C)CCC(O)(c1ccccc1)c1ccccc1 | -9 | -2 | -0.9 | 7 | -3 | 2 | -5 | -7 | -3 | 1
NC(=O)C1CCN(c2oc(/C=C/c3ccccc3)nc2S(=O)(=O)c2ccccc2)CC1 | -3 | 6 | -0.9 | 2 | 1 | -6 | -22 | -3 | 1 | 4
C=CC[N+](C)(C)c1ccc(CCC(=O)CCc2ccc([N+](C)(C)CC=C)cc2)cc1 | -11 | 11 | -0.9 | 0 | 12 | -11 | . | 0 | 1 | 3
CC1(C)CC(=O)C(CC2C(=O)CC(C)(C)CC2=O)C(=O)C1 | -11 | -51 | -0.3 | -3 | -4 | 51 | -1 | 6 | 2 | 16
CC(=O)Nc1nc(SCC(=O)Nc2nnc(C)s2)[nH]c(=O)c1NC(=O)c1cccs1 | -19 | 19 | 0.8 | -7 | -5 | -19 | 0 | -4 | -2 | -6

(next part)
Structure | PvdQ acylase | SR-BI DiI-HDL act | LANA DNA inh | PKA-R2B act | RTF Ca sens inh | SR-BI DiI inh | NSD2 HMT inh | Keap1 Nrf2 FP | DAGLB inh | Arr AP2 block
O=C(Nc1ncc2c(n1)-c1ccccc1CC2)c1ccccc1 | -4 | -20 | -0.2 | 2 | 3 | 20 | 7 | 0 | 1 | 2
OCC[C@@H]1C[C@H](O)[C@@H](O)[C@]2(Cc3ccccc3CCO2)O1 | -5 | 17 | 1.0 | -10 | 6 | -17 | . | -6 | 2 | 3
CSc1nc(C)nc(C2CC2)c1C#N | -8 | 16 | 0.4 | . | . | -16 | -1 | -1 | . | -3
O=C(N/N=C/c1ccc(OCc2ccccc2)cc1)c1ccc(O)cc1 | -14 | -59 | 0.6 | 1 | -6 | 59 | -2 | -1 | -2 | -17
N#Cc1cccc(NC(=O)Cn2cnc(S(=O)(=O)N3CCc4ccccc43)c2)c1 | -11 | 3 | -0.4 | -6 | -3 | -3 | -1 | -2 | -1 | -3
COC(=O)c1sc(C(C)(C)C)cc1CSc1ccccc1 | -18 | -31 | 3.9 | -5 | -3 | 31 | . | -1 | -14 | -9
COc1ccc(OC)c(-c2[nH]nc3c2C(c2ccco2)C(C#N)=C(N)O3)c1 (centres undefined) | -9 | -11 | 1.5 | -6 | -5 | 11 | 7 | 2 | -1 | 5
CCOc1ccc2c(c1)c1nc3ccccc3nc1n2C | 7 | -32 | 15 | -3 | -1 | 32 | 1 | -60 | -1 | 47
